Nrf2 block – Nrf2 qHTS screen for inhibitors. hit rate 2.1% among 360,000. Potency, µM (doses to about 46 µM), for the others: at the top dose activity change, negative = inhibition, most hits filed as inhibitors. A549 ARE-Fluc reporter, luciferase luminescence, 18-24 h; further: potency means the concentration at half of the fitted maximal effect; on the % scale 0 is the no-effect control and ±100 the full control effect; nearly all actives have a fitted effect of over 60% in size
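Quantitative HTS in A549 cells stably bearing an antioxidant response element-firefly luciferase construct. Inhibition of Nrf2-driven transcription was scored by luminescence after 18-24 h of compound exposure at 37 °C.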
A549 viability – Nrf2 qHTS screen for inhibitors: counterscreen for cytotoxicity. Potency, µM (doses to about 46 µM), inactives show at the top dose activity change, negative = cytotoxicity, actives largely listed as inhibitors. hit rate 0.16% among 390,000. A549 ARE-Fluc cells, CellTiter-Fluor viability, 18-24 h; further: potency means the concentration at half of the fitted maximal effect; on the % scale 0 is the no-effect control and ±100 the full control effect
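A549 ARE_Fluc cells in 5% FBS OPTI-MEM were exposed to compounds in concentration-response for 18-24 h at 37 deg C. Viability was read by CellTiter-Fluor fluorescence (Ex 405/Em 525) after 30 min, before the luciferase read.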
TGFb SMAD3 inh – qHTS for Inhibitors of TGF-b | HepG2 CAGA-GFP TGF-b/SMAD3 reporter, GFP fluorescence, 18 h; TGF-beta stimulated, 500 pg/mL final | Potency, µM (series often up to 46.1 µM), for inactives: at the highest dose activity, negative = inhibition, usual class: inhibitors | hit rate 1.2% among 410,000 | AID 588855, 2011; further: potency means the concentration at half of the fitted maximal effect; on the % scale 0 is the no-effect control and ±100 the full control effect; nearly all actives have a fitted effect of over 65% in size
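Using HEPG2 CAGA-GFP reporter cells at 1000 cells/well, we pinned test compounds, stimulated with recombinant TGF-beta (500 pg/mL final) and measured total well GFP after 18 h.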
pAkt inh – HTS Assay for Inhibitors of Akt Phophorylation: Primary Screen; Neuro2A IGF-stimulated pAkt S473 HTRF, 20 min; hits give low values; activity change, % for hits at 50 µM; hit rate 0.32% among 360,000; in the data active means activity change below about -80%; inconclusive means mostly about -51% to -80%; further: on the % scale 0 is the no-effect control and ±100 the full control effect
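Single-point screen (50 µM final compound) in Neuro2A cells stimulated 20 min with 6 nM IGF at 37 deg C. After lysis, Ser473-phosphorylated Akt read by HTRF (ex 330 nm, em 615/665 nm) as the 665/615 ratio.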
Nrf2 ARE act – qHTS of Nrf2 Activators. AREc32 ARE-luciferase reporter (MCF7-derived line), luminescence, 24 h. Potency, µM (top dose mostly 46.1 µM), without a hit: top-dose activation, most hits filed as activators. hit rate 0.31% among 410,000. AID 624171, 2012; further: potency means the concentration at half of the fitted maximal effect; % of control where 0% means no effect; nearly all actives have a fitted effect of over 65% in size
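Quantitative high-throughput format: AREc32 reporter cells, 1000 per well, received compound by pin transfer and were incubated 24 hr at 37 deg C, 5% CO2, before Steady-Glo luminescence detection.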
EPAC2 ag – qHTS for Agonist of cAMP-regulated guanine nucleotide exchange factor 4 (EPAC2): primary screen; Rap guanine nucleotide exchange factor 4 (Homo sapiens), Q8WZA2; EPAC2 activation, biochemical qHTS; response scale: 100% = 6.5 mM cAMP response; Potency, µM (highest dose often 154 µM), without a hit: top-dose activation, usual class: activators; hit rate 0.079% among 360,000; AID 720711, 2013; further: potency means the concentration at half of the fitted maximal effect; nearly all actives have a fitted effect of over 50% in size
Target sequence (Q8WZA2 whole entry, looked up): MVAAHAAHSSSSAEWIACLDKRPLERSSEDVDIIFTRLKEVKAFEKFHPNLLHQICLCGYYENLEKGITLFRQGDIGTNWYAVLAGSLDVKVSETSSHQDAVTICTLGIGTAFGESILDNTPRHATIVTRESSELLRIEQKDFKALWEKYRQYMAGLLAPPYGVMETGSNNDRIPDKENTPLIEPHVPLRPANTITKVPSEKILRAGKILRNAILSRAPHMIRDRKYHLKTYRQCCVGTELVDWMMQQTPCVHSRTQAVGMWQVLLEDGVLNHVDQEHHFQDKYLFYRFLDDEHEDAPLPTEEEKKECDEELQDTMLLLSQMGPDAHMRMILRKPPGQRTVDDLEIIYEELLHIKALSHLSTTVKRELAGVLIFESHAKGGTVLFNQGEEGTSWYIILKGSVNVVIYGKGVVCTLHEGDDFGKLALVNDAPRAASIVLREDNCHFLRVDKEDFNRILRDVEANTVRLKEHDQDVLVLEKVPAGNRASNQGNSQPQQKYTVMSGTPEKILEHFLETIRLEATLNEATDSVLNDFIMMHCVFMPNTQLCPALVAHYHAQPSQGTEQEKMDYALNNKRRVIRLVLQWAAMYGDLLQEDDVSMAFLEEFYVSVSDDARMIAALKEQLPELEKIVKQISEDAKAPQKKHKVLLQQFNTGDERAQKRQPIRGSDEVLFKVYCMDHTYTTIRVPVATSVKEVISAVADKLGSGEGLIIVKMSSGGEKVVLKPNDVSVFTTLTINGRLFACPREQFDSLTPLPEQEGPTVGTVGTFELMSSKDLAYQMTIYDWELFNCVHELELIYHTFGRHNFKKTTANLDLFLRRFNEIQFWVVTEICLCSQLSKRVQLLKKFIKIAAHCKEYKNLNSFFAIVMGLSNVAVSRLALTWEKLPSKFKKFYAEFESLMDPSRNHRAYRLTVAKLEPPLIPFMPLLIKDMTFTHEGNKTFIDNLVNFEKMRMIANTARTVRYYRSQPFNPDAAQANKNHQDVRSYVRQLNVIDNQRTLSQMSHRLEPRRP
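In this primary screen, activation is scored as increased exchange of BODIPY-GDP from Rap1B by 100 nM EPAC2, with 50 uM GDP as competitor. Signal is normalized to the 6.5 mM cAMP agonist control.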
EPAC2 antagonist – qHTS for Antagonist of cAMP-regulated guanine nucleotide exchange factor 2 (EPAC2): primary screen; Rap guanine nucleotide exchange factor 4 (Homo sapiens), Q8WZA2; EPAC2 GEF exchange of Rap1B-BODIPY-GDP, fluorescence; Potency, µM (top dose mostly 114 µM), inactives show at the top dose activity, negative = inhibition, most hits filed as inhibitors; hit rate 0.18% among 360,000; further: potency means the concentration at half of the fitted maximal effect; on the % scale 0 is the no-effect control and ±100 the full control effect; nearly all actives have a fitted effect of over 45% in size; many of its hits are not listed in these tables
MmCpn inh – Inhibitors of TCP-1 ring complex (TRiC) of Methanococcus maripaludis (MmCpn): qHTS; Chaperonin Mm-Cpn (Methanococcus maripaludis); purified Mm-Cpn ATPase, ADP Transcreener TR-FRET; Potency, µM (highest dose often 76.9 µM), inactives show at the top dose activity, negative = inhibition, usual class: inhibitors; hit rate 0.031% among 330,000; further: potency means the concentration at half of the fitted maximal effect; on the % scale 0 is the no-effect control and ±100 the full control effect; nearly all actives have a fitted effect of over 80% in size
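Purified archaeal Mm-CPN (25nM final) preincubated 10 min at 37degC with compound, then 10uM ATP for 30 min at 37degC; ADP measured by HTRF Transcreener TR-FRET; buffer 30 mM TRIS pH 7.4, 100mM KCl, 5mM MgCl2, 1mM DTT.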
CCT chaperon mod – High-Throughput Screening for Modulators of Cytosolic Chaperonin Activity | activity change, % (no concentration beside the values), hits read low | hit rate 0.3% among 360,000 | purified chaperonin ATPase assay, HTRF ADP detection, 30 min; in the data active means activity change below about -30%; further: on the % scale 0 is the no-effect control and ±100 the full control effect
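We incubate TRiC, 40 or 20 nM final, with library compounds at 76 uM and 10 uM ATP for 30 min at 37 °C. ADP formed is detected with Transcreener HTRF reagents after 30 min at room temperature.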
Numbers without * were called inactive; i = inactive; ? = inconclusive; nt = no result given; [ ] = another dose, or the depositor's remark. Unless noted, the call rests on the fitted dose curve; in most records, active means well fitted curve in the direction sought with a large enough effect; inconclusive means small, poorly fitted or top-dose-only effect, or another doubt; inactive means no such curve, though single readings can be large; an effect the other way counts as inactive or inconclusive. An excerpt, so the mix of outcomes need not match the whole.

(1) CCCc1cc(=O)[nH]c(SCC(=O)c2c[nH]c3ccccc23)n1
(2) Cc1ccc(NCc2nnc(SCC(=O)N3c4ccccc4Sc4ccccc43)o2)c(C)c1
(3) COC(=O)C1=C(C)N(C(C)c2ccccc2)C(=O)C1 (centres undefined)
(4) CCc1cccc(NC(=O)CSc2nnc(Cc3ccc(OC)cc3)c(=O)[nH]2)c1
(5) CC(C)NS(=O)(=O)c1ccc(NCCCn2ccnc2)c([N+](=O)[O-])c1
(6) N#Cc1cnc(SCC(=O)N2CCCCC2)nc1N
(7) Cc1cccc(NC(=O)C2CCCCN2S(=O)(=O)c2ccccc2)c1C (centres undefined)
(8) O=C(CCSc1ccccc1)OCn1nnc2ccccc2c1=O

Assay by compound,1,2,3,4,5,6,7,8
Nrf2 block,-18%,-4%,-1%,-14%,-23%,12%,-12%,19%
A549 viability,3%,-5%,4%,3%,-6%,-8%,5%,8%
TGFb SMAD3 inh,8%,0%,8%,0%,12%,4%,-15%,4µM*
pAkt inh,i,i,i,i,i,i,i,i
Nrf2 ARE act,2.5%,-0.4%,-0.5%,-0.7%,-0.7%,2.6%,-0.8%,2.6%
EPAC2 ag,-1%,6%,2%,-10%,14%,3%,0%,10%
EPAC2 antagonist,1%,-1%,2%,7%,1%,4%,-3%,-8%
MmCpn inh,1%,1%,2%,0%,-2%,nt,-1%,0%
CCT chaperon mod,-4.4,0.4,0.4,-0.9,-2.3,-1.6,-6.4,-0.4

Not a retest: three of the compounds above.
(6) N#Cc1cnc(SCC(=O)N2CCCCC2)nc1N
(7) Cc1cccc(NC(=O)C2CCCCN2S(=O)(=O)c2ccccc2)c1C (centres undefined)
(8) O=C(CCSc1ccccc1)OCn1nnc2ccccc2c1=O

Assay by compound,6,7,8
Nrf2 block,12%,-12%,19%
A549 viability,-8%,5%,8%
TGFb SMAD3 inh,4%,-15%,4µM*
pAkt inh,i,i,i
Nrf2 ARE act,2.6%,-0.8%,2.6%
EPAC2 ag,3%,0%,10%
EPAC2 antagonist,4%,-3%,-8%
MmCpn inh,nt,-1%,0%
CCT chaperon mod,-1.6,-6.4,-0.4

(cont.)
(9) CC(C)(C)OC(=O)N1CCC(C(=O)Nc2ccc(C(=O)NC3CC3)cc2)CC1
(10) COc1ccc(CCNC(=O)Cn2nnc(-c3cccc(C(F)(F)F)c3)n2)cc1OC
(11) CCc1ccc(C(=O)NNC(=O)CN2C(=O)NC(CC)(c3ccccc3)C2=O)cc1 (centres undefined)
(12) CCOc1ccc(CCNC(=O)c2ccc(=O)[nH]c2)cc1OCC
(13) COc1cc(NC(=O)c2cccnc2)c(OC)cc1NC(=O)c1ccc(Br)cc1
(14) CCOC(=O)c1ccc2[nH]c(C)c(C)c2c1
(15) Cc1nn2c(-c3cccc(NC(=O)c4ccco4)c3)nnc2c2ccccc12
(16) CCN(Cc1ccncc1)C(=O)c1ccc(C)o1

Assay by compound,9,10,11,12,13,14,15,16
Nrf2 block,-5%,-15%,3%,3%,10%,?,-11%,-8%
A549 viability,-1%,4%,13%,0%,2%,-10%,-16%,1%
TGFb SMAD3 inh,18%,-1%,0%,2%,22%,7%,?,7%
pAkt inh,i,nt,i,i,i,nt,i,i
Nrf2 ARE act,0.3%,-0.5%,2.2%,-0.2%,0.0%,7.0%,3.8%,-0.4%
EPAC2 ag,10%,nt,10%,1%,9%,0%[15.6 µM],-7%,9%
EPAC2 antagonist,-2%,nt,7%,1%,2%,-21%,-7%,3%
MmCpn inh,nt,nt,0%,-1%,4%,nt,-3%,0%
CCT chaperon mod,-0.5,nt,0.5,0.6,0.6,3.1,-4.7,-2.0

(17) Cc1ccc2occ(C3N[C@H](C(=O)O)CS3)c(=O)c2c1 (some centres undefined)
(18) Cn1nnnc1SCCCNCc1cccc(OCc2ccccc2F)c1
(19) Cc1ccc([N+](=O)[O-])cc1S(=O)(=O)Nc1ccc(-c2ccc(N3CCOCC3)nn2)cc1
(20) COc1ccccc1NC(=O)Nc1nc(C(N)CCc2ccccc2)cs1 (centres undefined)
(21) O=C(NCC(c1ccco1)N1CCCCC1)c1cc2c(s1)CCCC2 (centres undefined)
(22) Cc1cc(C)c(NC(=O)c2cc(C)nc3c2c(C)nn3-c2cccc(F)c2)c(C)c1
(23) CCc1nc(SCC(=O)c2ccc3c(c2)OCCO3)c2ccccc2n1
(24) CCNS(=O)(=O)c1ccc(OC)c(C)c1

Assay by compound,17,18,19,20,21,22,23,24
Nrf2 block,4%,?,-5%,nt,4%,34%,21%,-9%
A549 viability,0%,-1%,-2%,nt,0%,-3%,nt,2%
TGFb SMAD3 inh,-17%,33%,-6%,11µM*,-7%,2%,-16%,26%
pAkt inh,i,nt,i,i,i,nt,i,i
Nrf2 ARE act,5.5%,4.8%,-0.1%,0.8%[9.22 µM],7.3%,5.1%,?,0.4%
EPAC2 ag,8%,nt,1%,-2%,-2%,nt,15%,5%
EPAC2 antagonist,-1%,nt,-1%,7%,6%,nt,6%,-3%
MmCpn inh,-5%,nt,-7%,nt,1%,nt,i,-1%
CCT chaperon mod,-1.0,nt,-2.3,1.0,0.0,nt,-1.6,0.3

(25) CC1CCN(c2ccccc2NC(=S)NC(=O)c2cccs2)CC1
(26) Cc1cc(C)cc(NC(=O)N2CCN(Cc3ccc4c(c3)OCO4)CC2)c1
(27) COc1ccc(N2CC(C(=O)N3CCN(c4ccccc4OC)CC3)CC2=O)cc1 (centres undefined)
(28) CCOC(=O)CN1CC23C=CC(O2)C(C(=O)Nc2cc(OC)ccc2OC)C3C1=O (centres undefined)
(29) CCN1C(=O)C(C(=O)Nc2ccc(OC)cc2)C2CC1(C)Oc1ccccc12 (centres undefined)
(30) Cc1ccc(CNC(=O)c2cccc(OCc3c(C)noc3C)c2)cc1
(31) Cc1c(C(=O)OCC(=O)N2CCN(c3ccccc3)CC2)oc2ccccc12
(32) Cc1ccc(/C=N/NC(=O)CSCc2ccc(Cl)cc2)cc1

Assay by compound,25,26,27,28,29,30,31,32
Nrf2 block,10%,9%,-29%,-5%,-9%,?,-2%,?
A549 viability,17%,20%,-13%,1%,0%,-9%,4%,-15%
TGFb SMAD3 inh,?,-31%,1%,11%,?,?,5%,-24%
pAkt inh,i,i,i,i,i,i,i,i
Nrf2 ARE act,13%,-0.2%,-0.5%,-1.8%,-0.2%,-0.7%,1.7%,-0.6%
EPAC2 ag,15%,8%,6%,7%,-1%,8%,14%,-4%
EPAC2 antagonist,-11%,-7%,1%,18%,4%,10%,4%,-3%
MmCpn inh,1%,-8%,2%,3%,1%,-1%,0%,-2%
CCT chaperon mod,-1.6,-2.7,0.3,-2.4,0.3,-2.0,0.9,-1.0

(33) c1ccc(OCCN2CCN(C(c3ccccc3)c3ccccc3)CC2)cc1
(34) O=C(CSC1CN(C(c2ccccc2)c2ccccc2)C1)N/N=C/c1ccccc1
(35) CC1CCCN(c2ccc(C(=O)NCc3ccccc3)cn2)C1 (centres undefined)
(36) COc1ccc(CNC(=O)CNC(C)c2ccc(F)cc2)cc1 (centres undefined)
(37) COc1cccc(OC)c1OCCCCCc1c(C)n[nH]c1C
(38) O=C(c1cccc(Cl)c1)N1CCN(c2ccc(N3CCOCC3)nn2)CC1
(39) CC1=Nc2ccccc2/C1=C\c1sc(Nc2ccc(C)cc2)nc1O
(40) CC(C)(CNC(=O)c1ccc(NS(=O)(=O)c2ccc(Br)cc2)cc1)N1CCOCC1

Assay by compound,33,34,35,36,37,38,39,40
Nrf2 block,20%,15%,?,4%,nt,?,-96%,-16%
A549 viability,-1%,0%,0%,0%,-7%,1%,?,-7%
TGFb SMAD3 inh,?,-22%,-19%,-3%,1%,10%,11µM*,-19%
pAkt inh,i,i,i,i,i,i,i,i
Nrf2 ARE act,-0.5%,5.1%,4.7%,0.3%,0.3%,0.5%,4.2%,-0.3%
EPAC2 ag,14%,7%,11%,3%,11%,10%,9%,8%
EPAC2 antagonist,-5%,-11%,-9%,12%,9%,2%,0%,12%
MmCpn inh,1%,1%,-7%,-3%,-1%,-2%,2%,0%
CCT chaperon mod,-1.2,1.1,-0.1,-2.4,-0.9,-0.2,2.3,-1.0

(41) CC(C)CC(N)c1csc(Nc2ccc(S(C)(=O)=O)cc2)n1 (centres undefined)
(42) O=C(O)C1CCCCN1S(=O)(=O)c1ccc2ccccc2c1 (centres undefined)
(43) COc1ccc(N2C(=O)C(CC(=O)Nc3ccccc3)N(Cc3cccs3)C2=O)cc1 (centres undefined)
(44) COc1ccc(C2=NS(=O)(=O)N(C)C(C(=O)N3CCC(C(N)=O)CC3)=C2)cc1
(45) COc1cc(OC)cc(C(=O)N2CCN(c3ccccc3F)CC2)c1
(46) COc1cc(C(=S)N2CCOCC2)cc(OC)c1OS(=O)(=O)c1ccc(NC(C)=O)cc1
(47) COc1ccccc1NC(=O)CSc1nnc(CC(=O)Nc2ccccc2F)n1C

Assay by compound,41,42,43,44,45,46,47
Nrf2 block,nt,-15%,11%,12%,-19%,-12%,?
A549 viability,nt,-8%,-6%,-3%,-6%,0%,0%
TGFb SMAD3 inh,?,-2%,-3%,10%,-16%,15%,-7%
pAkt inh,i,nt,i,i,i,i,i
Nrf2 ARE act,0.0%,-0.2%,-0.5%,0.2%,-0.2%,0.4%,1.9%
EPAC2 ag,2%,-4%,1%,-8%,1%,5%,8%
EPAC2 antagonist,-3%,2%,1%,-8%,-1%,6%,-2%
MmCpn inh,nt,4%,3%,0%,2%,2%,-2%
CCT chaperon mod,-1.1,-0.6,-0.4,-67*,-1.1,-1.5,0.3

Source: PubChem BioAssay (National Center for Advancing Translational Sciences (NCATS))
